Screening data deposited in PubChem BioAssay by National Center for Advancing Translational Sciences (NCATS).
D2 ag: HTS Assay for Allosteric Agonists of the Human D2 Dopamine Receptor: Primary Screen for Agonists; D(2) dopamine receptor (Homo sapiens), P14416; HEK293 T-REx D2 cells, calcium flux agonist mode; activation, % at 2 µM; actives 0.53% (n = 340,000); AID 485358, 2010;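 active = activation over 3 SD above normal in the single-dose calcium agonist read, cut at about 30% in these data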; note: 0% is about no effect
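HEK293 Trex D2 cells, tetracycline-induced, o/n 30 C 5% CO2; no-wash Ca dye, RT 30–90 min; 10-cycle baseline, 23 nl cpd added, kinetic Ca read 180 s; agonist hits = positive Ca response.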
TrxR1 inh: qHTS Assay for Inhibitors of Mammalian Selenoprotein Thioredoxin Reductase 1 (TrxR1): qHTS; actives 1% (n = 390,000); Thioredoxin reductase 1, cytoplasmic (Rattus norvegicus), O89049; Potency, µM (series often up to 114 µM), for inactives: top-dose activity change, negative = inhibition, hits mostly inhibitors; recombinant rTrxR1, NADPH fluorescence consumption, selenite substrate; note: potency is the fitted concentration of half-maximal effect; % is set by controls: 0 for no effect and ±100 for the full control effect; nearly all actives have a fitted effect of over 65% in size
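Rat TrxR1 (90 nM in the dispensed reagent) was pre-reduced with 400 uM NADPH for 5 min at room temperature, then incubated with compound for 15 min. After 400 uM selenite was added, NADPH fluorescence (Ex 340/Em 450 nm) was followed for 8 min.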
TRHR agonist: qHTS for Small Molecule Agonists and Allosteric Enhancers of Human TRH Receptor: Primary Screen for Agonists; Thyrotropin-releasing hormone receptor (Homo sapiens), P34981; TRHR cells, calcium flux fluo-8, FDSS agonist mode; activation, % at 2 µM; actives 0.18% (n = 360,000); in the data active = activation above about 30%; note: 0% is about no effect
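Steps: seed TRHR cells overnight; add fluo-8 no-wash Ca dye, RT 30 min–1.5 h; record 10 s baseline; pin-transfer compounds; monitor fluorescence 1 cycle/s for the agonist window. Calcium increases flag candidate agonists.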
PI4K2A inh: qHTS for small molecular inhibitors of PI4K2A; Phosphatidylinositol 4-kinase type 2-alpha (Homo sapiens), Q9BTU6; purified PI4K2A, ADP-Glo luminescence, 1 h; stronger effect = lower value; activity change, negative = inhibition, % at 76.9 µM; actives 0.13% (n = 420,000); in the data active = activity change below about -50%; inconclusive = mostly about -30% to -49%;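 note: -100% = wells without enzyme as full effect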
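In this quantitative HTS, ADP production by PI4K2A was quantified luminescently after 1 h at ambient temperature; 100 microM adenosine served as plate-quality control.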
USP1 inh: Inhibitors of USP1/UAF1: Primary Screen; Ubiquitin carboxyl-terminal hydrolase 1 (Homo sapiens), O94782; recombinant USP1/UAF1, Ub-Rhodamine cleavage fluorescence; AID 743255, 2014; Potency, µM (top dose mostly 57.1 µM), for the others: at the highest dose activity change, negative = inhibition, most hits filed as inhibitors; actives 0.23% (n = 390,000); note: potency is the fitted concentration of half-maximal effect; % is set by controls: 0 for no effect and ±100 for the full control effect; nearly all actives have a fitted effect of over 60% in size; inactives centre near -12
Target sequence (O94782 whole entry, looked up): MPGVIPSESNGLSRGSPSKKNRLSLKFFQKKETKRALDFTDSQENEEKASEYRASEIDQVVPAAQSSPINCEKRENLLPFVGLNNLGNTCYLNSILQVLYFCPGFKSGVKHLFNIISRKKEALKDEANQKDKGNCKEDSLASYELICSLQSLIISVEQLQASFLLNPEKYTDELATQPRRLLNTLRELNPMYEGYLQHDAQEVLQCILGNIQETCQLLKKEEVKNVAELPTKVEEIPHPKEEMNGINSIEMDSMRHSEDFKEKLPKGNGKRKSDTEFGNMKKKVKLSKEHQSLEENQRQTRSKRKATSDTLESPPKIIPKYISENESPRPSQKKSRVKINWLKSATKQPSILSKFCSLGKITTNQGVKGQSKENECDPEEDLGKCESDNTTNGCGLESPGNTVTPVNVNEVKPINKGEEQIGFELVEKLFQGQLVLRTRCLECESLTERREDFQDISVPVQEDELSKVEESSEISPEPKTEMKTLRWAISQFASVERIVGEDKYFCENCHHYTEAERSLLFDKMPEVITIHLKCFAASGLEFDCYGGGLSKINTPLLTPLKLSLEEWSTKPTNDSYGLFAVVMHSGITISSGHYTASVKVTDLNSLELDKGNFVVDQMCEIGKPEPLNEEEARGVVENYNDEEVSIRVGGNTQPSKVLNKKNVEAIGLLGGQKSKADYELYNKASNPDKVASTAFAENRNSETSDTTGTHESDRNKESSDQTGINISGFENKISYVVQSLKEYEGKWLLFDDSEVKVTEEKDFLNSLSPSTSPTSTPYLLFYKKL
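1 nM enzyme complex + cpd, 15 min RT; start with Ub-Rho 150nM final; kinetic fluorescence ex 480/em 540, 6 reads q60 s. Buffer 50mM HEPES pH 7.8, 0.5mM EDTA, 0.1 mg/ml BSA, 1mM TCEP, 0.01% Tween-20.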
TRHR enhancer: qHTS for Small Molecule Agonists and Allosteric Enhancers of Human TRH Receptor: Primary Screen for Enhancers | actives 0.66% (n = 360,000) | enhancement, % at 2 µM | AID 493056, 2011 | Thyrotropin-releasing hormone receptor (Homo sapiens), P34981 | TRHR cells, fluo-8 calcium fluorescence, EC20 TRH enhancement; in the data active = enhancement above about 30%; note: 0% is about no effect
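Enhancer read-out: after compound pinning and an initial kinetic agonist-mode read, an EC20 of TRH (10 nM final) was injected and fluo-8 calcium signal (Ex 480/Em 530) followed at 1 s/cycle for 100 cycles in TRHR-expressing cells.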
D2 antagonist: HTS Assay for Allosteric Antagonists of the Human D2 Dopamine Receptor: Primary Screen for Antagonists; D(2) dopamine receptor (Homo sapiens), P14416; inhibition, % at 10 µM; HEK293 TREx D2 cells, calcium flux, dopamine EC80; actives 2% (n = 340,000); in the data active = inhibition above about 30%; note: 0% is about no effect
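Calcium flux kinetic readout in an inducible HEK293 TREx D2 line plated overnight at 30 C. After 180 s compound exposure, an EC80 dopamine challenge follows with another 180 s kinetic read to detect antagonism.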
mIDH1 inhibitor: qHTS for Inhibitors of mutant isocitrate dehydrogenase 1 (IDH1): qHTS | Isocitrate dehydrogenase [NADP] cytoplasmic (Homo sapiens), O75874 | IDH1-R132H enzyme, NADPH consumption, diaphorase/resazurin fluorescence | Potency, µM (titrated, usually from 76.6 µM), inactives show top-dose activity change, negative = inhibition, actives largely listed as inhibitors | actives 0.093% (n = 390,000); note: potency is the fitted concentration of half-maximal effect; % is set by controls: 0 for no effect and ±100 for the full control effect; nearly all actives have a fitted effect of over 65% in size
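IDH1-R132H (0.5 ug/mL) preincubated 30 min with compound, then NADPH (0.016 mM) and alpha-KG (2 mM) added; 80 min at RT, pH 7.5. Remaining NADPH coupled via diaphorase/resazurin to fluorescence (540/590 nm); concentration-response curves normalized to no-enzyme control.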
TrxR1 substrate: qHTS Assay for Substrates of Mammalian Selenoprotein Thioredoxin Reductase 1 (TrxR1): qHTS | Potency, µM (highest dose often 114 µM), for inactives: top-dose activity change, negative = substrate turnover | actives 0.01% (n = 390,000) | purified TrxR1 substrate turnover, NADPH consumption readout; note: potency is the fitted concentration of half-maximal effect; % is set by controls: 0 for no effect and ±100 for the full control effect; nearly all actives have a fitted effect of over 50% in size
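Rat TrxR1, dispensed at 90 nM, was prereduced with 400 uM NADPH (final) for 5 min at ~22 deg C, then incubated with compound 15 min before 400 uM selenite. A first-read NADPH fluorescence drop versus no-compound background flagged substrates.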
The depositor's hits bear a star; ? = inconclusive; . = not tested or not shown; [ ] = remark or other dose. Unless noted, calls come from the whole dose curve; as a rule, active = well fitted inhibition curve with a large enough effect; inconclusive = small, poorly fitted or top-dose-only effect; inactive = no such curve, though single readings can be large or run the other way.

SMILES	D2 ag	TrxR1 inh	TRHR agonist	PI4K2A inh	USP1 inh	TRHR enhancer	D2 antagonist	mIDH1 inhibitor	TrxR1 substrate
O=C(NCCc1ccccc1)C1CCC(=O)N(CCCN2CCCC2=O)C1 (stereo unspecified)	1.1	9%	1.0	6	-10%	-1	-6	4%	-3%
O=c1cc2n(c(=O)[nH]1)CCC1=C2CCCC1	0.5	-19%	0.1	4	-1%	9	10	8%	-9%
CSCC(C)N1CCC(CCC(=O)NC2CC2)CC1 (stereo unspecified)	0.1	39%[activator]	0.8	-3	-14%	9	-23	2%	1%
CC1Cc2ccccc2N1C(=O)COc1nc2ccccc2nc1N1CCOCC1 (stereo unspecified)	0.0	-7%	-0.2	-4	-7%	6	-9	0%	-4%
COc1cccc(OC)c1C(=O)N1CCOCC1	1.4	16%	0.5	5	-2%	2	-6	1%	9%
Cc1nc2ccccc2n1CC(=O)N/N=C/c1cccs1	0.6	6%[57.1 µM]	0.5	7	-23%	-5	-8	15%	8%[57.1 µM]
CCc1c(C(=O)Nc2ccc(C)c(C)c2)[nH]c(C)c1C(C)=O	1.3	7%	-0.2	7	-31%	0	2	-2%	0%
CSc1ccc(CN2CCN(Cc3ccccc3)C(CCO)C2)cc1 (stereo unspecified)	0.7	-13%	-0.6	-1	-7%	-5	14	3%	-7%
Cc1nnc2c(N3CCN(c4ccccc4)CC3)nc3ccc(C(=O)c4ccccc4)cc3n12	0.8	10%	0.3	1	5%	-1	.	-13%	0%
Cc1ccc(-c2cc(C(=O)Nc3nn[nH]n3)c3ccccc3n2)c(C)c1	-0.4	-1%	-0.1	-13	-1%	0	7	1%	6%
O=C(NCCc1ccccc1)NC1CCCCC1	-0.8	-2%[11.4 µM]	-0.3	1	-4%	-4	9	-4%	10%[57.1 µM]
COc1ccc(CC(=O)Nc2cc(Cl)ccc2N2CCCC2)cc1	-0.8	-4%	-0.9	5	-7%	-9	-6	-3%	-2%
O=[N+]([O-])c1cccc(NC(=S)N2CCN(c3ccccn3)CC2)c1	4.6	14%	-0.3	-1	-27%	-3	-7	-10%	2%
Cc1nn2c(-c3ccc(S(=O)(=O)N4CCN(CCO)CC4)o3)nnc2c2ccccc12	-0.2	-5%	0.0	-1	-21%	2	-10	10%	15%
C(=N\n1cnnc1)/c1ccc(OC2CSC2)cc1	-0.1	7%	0.8	-5	-24%	0	-5	4%	-7%
Cc1ccc(/C=C/C(=O)O)cc1S(=O)(=O)N1CCc2ccccc2C1	0.2	24%[57.1 µM]	0.1	1	-6%	-4	-12	0%	8%[57.1 µM]
COc1ccc(Cl)cc1NC(=O)Nc1cc(C)on1	-0.6	17%	1.3	-5	-15%	0	-9	0%	7%
COc1ccc2nc3oc(C(=O)N4CC(C)CC(C)C4)cc3cc2c1 (stereo unspecified)	0.3	-6%	-0.5	-2	-23%	-6	-6	-1%	49%[activator]
O=C(Cc1cccc2ccccc12)NCC(=O)Nc1ccccc1F	0.4	8%	0.0	-2	-16%	13	-30	10%	-2%
O=C(NCCc1nnc2ccccn12)c1cccs1	0.1	-23%	0.8	-2	0%	1	16	-11%	-15%
Cc1nc(SCC(=O)NNC(=O)c2cccs2)[nH]c(=O)c1C	0.0	14%[57.1 µM]	-0.8	5	-6%	1	2	12%	1%[57.1 µM]
Cc1ccc(/C(O)=C2/C(=O)C(=O)N(CCCn3ccnc3)C2c2cccnc2)cc1 (stereo unspecified)	.	26%	.	-1	-5%	.	.	4%	0%
CCOC(=O)c1sc2nccc(N(C)C)c2c1N=CNOCc1ccccc1	.	16%[57.1 µM]	0.0	-7	-22%	9	.	0%	7%[57.1 µM]
COc1ccc(CNc2nc(S(=O)(=O)c3ccccc3)c(Cl)s2)cc1OC	2.3	5%[57.1 µM]	-0.1	12	-17%	1	4	-1%	1%[57.1 µM]
CCCN(CC(=O)Nc1ccccc1OC)C(=O)CSc1nc(C)cc(C)n1	-0.3	19%	0.1	2	-11%	-8	-6	1%	3%
Cc1ccsc1/C=N/Nc1nc2ccccc2s1	-0.7	8%[57.1 µM]	1.1	2	-13%	9	5	6%	4%[57.1 µM]
O=C(Nc1cccc(C(=O)O)c1)/C(=C\c1ccco1)NC(=O)c1ccccc1Cl	0.9	-40%	0.5	-7	-8%	2	5	2%	2%[57.1 µM]
Nc1nnc(SCC(=O)NCC(=O)Nc2ccc(F)c(F)c2F)s1	4.7	20%	-0.1	-1	-22%	-4	17	-10%	5%
O=C(NCc1ccccc1)C(c1ccco1)N(C(=O)c1ccccn1)c1ccc(F)cc1 (stereo unspecified)	0.3	-11%	-0.5	-5	-12%	18	-20	-10%	6%[57.1 µM]
C1=C(c2ccccc2)N2CCN=C2S1	0.5	4%[57.1 µM]	0.4	9	-7%	3	-1	3%	5%[57.1 µM]
C/C(=N\Nc1ccc([N+](=O)[O-])cc1)c1ccc(-n2nncc2C)cc1	4.4	-13%	1.4	-3	75%[activator]	12	12	3%	-15%
CSC1=NC(C(Cl)(Cl)Cl)N=C(c2ccccc2)N1 (stereo unspecified)	-4.0	22%[57.1 µM]	0.0	4	-15%	-1	-1	0%	7%[57.1 µM]
COC(=O)c1c(NC(=O)c2cnccn2)sc2c1CCC2	0.1	-1%	-0.1	0	2%	0	27	-2%	0%
CN1CCN(C2Cc3cc(F)ccc3Sc3ccc(Cl)cc32)CC1 (stereo unspecified)	.	19%	.	2	-11%	.	.	-10%	-4%
CC(=O)c1cccc(NC(=O)/C(=C/c2ccncc2)NC(=O)c2ccccc2)c1	0.7	21%	0.0	-3	-19%	-5	4	-6%	6%
CCc1ccc2nc(N3CCC(C(=O)NCCC(C)C)CC3)sc2c1	0.0	16%	-0.4	2	-22%	0	.	14%	3%

Complete entries, looked up by structure.
CCc1ccc2nc(N3CCC(C(=O)NCCC(C)C)CC3)sc2c1 is listed with D2 ag: 0.0; TrxR1 inh: 16%; TRHR agonist: -0.4; PI4K2A inh: 2; USP1 inh: -22%; TRHR enhancer: 0; D2 antagonist: .; mIDH1 inhibitor: 14%; TrxR1 substrate: 3%
Cc1ccsc1/C=N/Nc1nc2ccccc2s1 is listed with D2 ag: -0.7; TrxR1 inh: 8%[57.1 µM]; TRHR agonist: 1.1; PI4K2A inh: 2; USP1 inh: -13%; TRHR enhancer: 9; D2 antagonist: 5; mIDH1 inhibitor: 6%; TrxR1 substrate: 4%[57.1 µM]

The list continues.
SMILES	D2 ag	TrxR1 inh	TRHR agonist	PI4K2A inh	USP1 inh	TRHR enhancer	D2 antagonist	mIDH1 inhibitor	TrxR1 substrate
CC[C@H](C)NC(=O)CCCCCn1c(=S)[nH]c2c([nH]c3ccc(OC)cc32)c1=O	0.3	11%[57.1 µM]	-0.2	-1	-2%	-2	-24	-13%	11%[57.1 µM]
CCOC(=O)c1sc2nc(N3CCOCC3)c3c(c2c1N)CCN(Cc1ccccc1)C3	0.7	-7%	-0.2	2	-5%	2	-7	5%	78%[activator]
CSc1ccc(-c2nc3cccc(C)n3c2Nc2ccc(Cl)cc2)cc1	0.1	-6%	1.0	4	-30%	8	.	-11%	56%[activator]
CCNC(=O)CSc1nc2ccccc2c(=O)n1OC	0.4	-8%	0.4	20	-5%	4	-3	0%	-3%
CCC1CCCCN1Cc1c(O)ccc2c(=O)c(-c3ccccc3)coc12 (stereo unspecified)	-2.2	9%[57.1 µM]	-0.3	-1	-13%	-4	-8	4%	35%[activator][57.1 µM]
Cc1ccc(/C=N/N2CCN(Cc3ccccc3)CC2)o1	0.0	-10%	0.2	9	-2%	2	2	2%	3%
NC(=O)c1ccccc1OCC(=O)Nc1ccc2c(c1)OCCO2	.	17%	0.6	-6	-6%	6	.	8%	3%
CSc1cccc(CNC(=O)C2CCC(=O)N(CC3CCCCC3)C2)c1 (stereo unspecified)	0.7	-14%	1.1	-5	1%	-3	1	1%	-13%
Cc1nc(SCC(=O)c2cccc([N+](=O)[O-])c2)n[nH]1	-0.1	?	0.1	6	-20%	-2	11	1%	7%[57.1 µM]
Cc1sc2nc(C3CC3)nc(SCC(=O)N3c4ccccc4CC3C)c2c1C (stereo unspecified)	0.5	20%[57.1 µM]	0.3	-1	-6%	-6	-1	9%	4%[57.1 µM]
Cc1ccc(N(C)S(=O)(=O)c2csc(C(N)=O)c2)cc1C	-0.5	13%	0.4	1	-19%	2	2	3%	3%
CCOc1ccc(C2c3[nH]c4ccccc4c3CCN2C(=O)CCC2CCCC2)cc1 (stereo unspecified)	9.3	25%[57.1 µM]	-0.3	-5	-9%	0	.	2%	0%[57.1 µM]
C/C(=N\NC(=O)Cc1c(C)[nH][nH]c1=O)c1ccc(Cl)c(Cl)c1	-1.6	9%	-0.8	4	-20%	1	7	5%	2%
COc1ccc2c(c1OC)C(=O)N1C2SC[C@H]1C(=O)NCCC(C)C (stereo partly specified)	0.9	46%[activator]	0.1	-8	-9%	-3	2	3%	25%
Cc1cc(NC(=O)c2c(F)cccc2Cl)n(-c2nc3ccccc3[nH]2)n1	-0.1	5%	1.1	3	-28%	-15	-1	10%	2%
CCn1nc(C)c(CN2CCCC(CO)(Cc3cccc(Cl)c3)C2)c1C (stereo unspecified)	0.1	21%	0.4	-8	-12%	-4	-2	-2%	2%
